# Bioassay records: PubChem, several laboratories
# PDI turbidity: PDI (human) enzyme inhibition; P07237; inhibition, % at 10 µM; AID 588391; 350,000 compounds, 0.052% hits; PDI insulin aggregation turbidity, A650, 90 min;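 active = mean inhibition across replicates of 30% or more, whatever share of single replicates reach that level; inconclusive = mean inhibition below 30% while every single replicate reaches 30%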;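 note: absorbance from insulin aggregation driven by PDI reduction with DTT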
# Target sequence (P07237 whole entry, looked up): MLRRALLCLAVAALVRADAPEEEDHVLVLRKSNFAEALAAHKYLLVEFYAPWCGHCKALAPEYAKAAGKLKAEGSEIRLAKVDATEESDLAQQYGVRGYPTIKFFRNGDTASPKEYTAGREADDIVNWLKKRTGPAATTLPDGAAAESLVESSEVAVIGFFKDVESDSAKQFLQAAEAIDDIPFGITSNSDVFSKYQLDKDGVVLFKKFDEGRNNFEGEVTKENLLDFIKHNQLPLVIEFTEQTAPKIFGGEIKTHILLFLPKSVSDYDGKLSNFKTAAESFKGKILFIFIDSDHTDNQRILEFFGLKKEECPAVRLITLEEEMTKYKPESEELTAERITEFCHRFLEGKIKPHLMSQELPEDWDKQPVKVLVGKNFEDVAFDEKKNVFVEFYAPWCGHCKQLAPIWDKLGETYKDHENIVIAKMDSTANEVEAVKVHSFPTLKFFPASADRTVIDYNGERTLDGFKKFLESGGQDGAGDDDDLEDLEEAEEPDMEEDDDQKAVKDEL
# NR2E3 ag-1: activates human photoreceptor nuclear receptor NR2E3; Q9Y5X4; inhibition of corepressor binding, % at 4.78 µM; GST-NR2E3/biotin-RetCOR TR-FRET, 1536-well; AID 2300; 320,000 compounds, 0.12% hits;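 active = percent inhibition above the cutoff of mean plus 3 SD of all tested compounds, set per screening campaign, cut at about 20% in these data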;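 note: 0% = DMSO wells and 100% = biotin wells as full block of FRET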
# Target sequence (Q9Y5X4 whole entry, looked up): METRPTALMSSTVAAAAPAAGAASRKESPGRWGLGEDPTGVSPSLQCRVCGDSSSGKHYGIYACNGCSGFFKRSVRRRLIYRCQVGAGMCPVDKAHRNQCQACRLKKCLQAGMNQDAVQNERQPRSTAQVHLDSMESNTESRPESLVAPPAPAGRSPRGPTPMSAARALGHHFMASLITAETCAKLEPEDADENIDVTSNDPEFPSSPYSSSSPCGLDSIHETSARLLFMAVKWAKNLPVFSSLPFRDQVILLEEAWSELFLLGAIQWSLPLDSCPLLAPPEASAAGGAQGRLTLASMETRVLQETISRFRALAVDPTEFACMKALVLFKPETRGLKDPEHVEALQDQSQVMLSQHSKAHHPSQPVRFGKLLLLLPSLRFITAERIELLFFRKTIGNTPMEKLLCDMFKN
#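 Material: NR2E3–RetCOR corepressor complex / Incubation: Compound–protein incubation for 5 h at 4 °C / Dosing: compound at 4.8 µM, single dose / Detection: time-resolved FRET / Benchmarks: high control biotin, low control 0.6% DMSO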
# Granule exo inh: blocks lytic granule exocytosis. inhibition, % at 10 µM. AID 651702. TALL-104 LAMP-1 surface exposure, flow cytometry; cells stimulated with thapsigargin and PMA. 360,000 compounds, 0.66% hits;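 active = inhibition above about 55%, limit read from the data; inconclusive = no clear call, values can overlap the other calls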
# Vif inh: blocks HIV Vif function; HEK293T cells, Vif self-association by quenched fluorescence, imaging, 24 h; inhibition, % at 7.49 µM; 340,000 compounds, 0.35% hits; AID 602346; in the data active = inhibition above about 50%, passing the limit was not always enough; inconclusive = no clear call, values can overlap the other calls; inactive = below about 31%; note: some results filed as inactive read as strong as hits
# aDG glyco act: increases alpha dystroglycan glycosylation. activation, % at 10 µM. 360,000 compounds, 0.22% hits. Pro5-aDG cells, alpha-DG glycosylation AlphaScreen (IIH6); 0% Pro5, 100% B10-LARGE cell signal. AID 624168;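 active = activation of at least 8% versus controls, or a plate z-score of at least 8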;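 note: Pro5 are CHO cells carrying HIG-tagged alpha-DG that lacks glycosylation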
# NR2E3 ag-2: activates human NR2E3 receptor; CHO-S Gal4-NCOR/VP16-NR2E3 two-hybrid, luciferase; AID 602229; 360,000 compounds, 0.35% hits; inhibition of corepressor binding, % at 3.98 µM;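 active = inhibition above the mean of all tested compounds plus 3 SD, cut at about 70% in these data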;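 note: 0% = DMSO with NR2E3 transfected cells and 100% = cells lacking NR2E3 construct; higher means lower luciferase signal from less NR2E3 corepressor binding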
# CaV13 ICDI inh: Disruptors of the CACNA1D IQ motif to Ca2+-dependent inactivation inhibitor domain association, primary screening, Förster resonance energy transfer in intact living … | HEK cells, CFP/YFP FRET ICDI-IQ, plate reader, 10 min; percent FRET-ratio fall versus neutral wells | inhibition, % at 12.3 µM | 340,000 compounds, 0.098% hits;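 active = mean replicate inhibition of at least 30% and at least 1% of replicates passing that level; inconclusive = only one of the two criteria is met; inactive = neither criterion is met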;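 note: 0% = median of the neutral control wells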
# MITF TRPM1 inh: MITF TRPM1 promoter inhibition in SK-MEL-5 cells. SK-MEL-5 TRPM1 promoter luciferase, 24 h. inhibition, % at 12.5 µM. 330,000 compounds, 0.83% hits. AID 488899;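 active = mean inhibition across replicates of 60% or more, whatever share of single replicates reaches that level; inconclusive = some that reach 60%, reason not given; inactive = mean inhibition across replicates below 60%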; note: values of inactives mirror those of a sister screen read the other way
# HIF-2a block: inhibitors of HIF-2a. 360,000 compounds, 0.72% hits. inhibition, % at 18.8 µM. 786-0 RCC cells HIF-2a reporter, luciferase luminescence, overnight;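 active = inhibition of the luminescence signal of 40% or more relative to plate controls, in a single-dose primary screen at 18.75 µM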
# Peg3 promoter: Peg3 promoter activity inhibition; inhibition, % at 20 µM; 360,000 compounds, 1.7% hits; HeLa PEG-Prom luciferase reporter, luminescence, overnight;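 active = inhibition of at least 50% at 20 µM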
# hiPSC survival: enhancers of human iPSC single-cell survival; hiPSC single-cell survival, ATPlite luminescence; 100% = ROCK inhibitor wells, 0% = DMSO; 360,000 compounds, 0.044% hits; survival enhancement, % at 20 µM; in the data active = survival enhancement above about 18%;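 note: cells exposed to compounds for 16 hours before the ATP read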
# * marks the source's active call; other numbers are inactive results; ? = inconclusive; · = no result given.
# Start of the listing, in advance, 10 compounds:
SMILES,PDI turbidity,NR2E3 ag-1,Granule exo inh,Vif inh,aDG glyco act,NR2E3 ag-2,CaV13 ICDI inh,MITF TRPM1 inh,HIF-2a block,Peg3 promoter,hiPSC survival
CC1CCCN(c2nc3ccccc3nc2C(C#N)S(=O)(=O)c2ccccc2)C1 (stereo not given),0.3,0.7,-3.9,12.4,0.0,-12.9,·,4.7,-52.3,-7.9,4.2
CC(C)OC(=O)CN1CCN(C2c3ccccc3-c3ccccc32)CC1,3.3,-1.5,-1.7,-7.6,0.3,-16.0,·,6.9,17.0,17.6,-1.2
C/C(=N\NC(=O)c1cccs1)C(C)(C)C,-1.7,-2.9,-3.6,4.6,0.3,-102.1,-13.6,2.5,-5.6,-3.7,3.3
O=C1C(c2ccc(F)cc2)N(Cc2ccc3c(c2)OCO3)C(=O)CN1C1CCCCCC1 (stereo not given),-12.2,4.6,7.0,0.1,2.6,-0.2,-8.5,-3.7,17.3,15.3,-0.7
O=S(=O)(c1cccc2cccnc12)N1CCN(c2ccccc2)CC1,4.8,-0.7,-3.5,-9.0,-0.1,3.2,-6.7,22.5,-6.7,19.0,-1.6
CC(=O)Nc1ccc(S(=O)(=O)NCC(=O)NC(C)c2ccc(S(N)(=O)=O)cc2)cc1 (stereo not given),6.5,0.3,-1.6,·,0.0,-47.9,-0.9,-6.4,15.9,-0.4,-0.2
CCOc1ccccc1C(=O)OCC(=O)NCCNC(=O)COC(=O)c1ccccc1OCC,0.4,-1.7,-0.8,-9.7,0.0,-25.0,-5.7,2.0,-1.1,8.9,0.6
O=C(NCC1CCCO1)Nc1ccc2c(c1)OCO2 (stereo not given),-0.6,0.1,-1.1,-2.5,-0.3,-18.5,-5.0,-9.4,-89.8,-80.0,1.4
O=C1CCCN1C(=O)CSc1nnnn1-c1ccccc1,-5.2,1.7,-0.1,5.5,0.1,-27.1,-4.9,-2.9,-8.9,6.2,0.8
COc1ccc(CCNC(=O)Cc2ccc(C)cc2)cc1OC,2.2,0.5,?,-4.3,-0.2,22.6,0.9,-6.7,18.6,11.3,0.0

# The listing, from the start:
SMILES,PDI turbidity,NR2E3 ag-1,Granule exo inh,Vif inh,aDG glyco act,NR2E3 ag-2,CaV13 ICDI inh,MITF TRPM1 inh,HIF-2a block,Peg3 promoter,hiPSC survival
CC1CCCN(c2nc3ccccc3nc2C(C#N)S(=O)(=O)c2ccccc2)C1 (stereo not given),0.3,0.7,-3.9,12.4,0.0,-12.9,·,4.7,-52.3,-7.9,4.2
CC(C)OC(=O)CN1CCN(C2c3ccccc3-c3ccccc32)CC1,3.3,-1.5,-1.7,-7.6,0.3,-16.0,·,6.9,17.0,17.6,-1.2
C/C(=N\NC(=O)c1cccs1)C(C)(C)C,-1.7,-2.9,-3.6,4.6,0.3,-102.1,-13.6,2.5,-5.6,-3.7,3.3
O=C1C(c2ccc(F)cc2)N(Cc2ccc3c(c2)OCO3)C(=O)CN1C1CCCCCC1 (stereo not given),-12.2,4.6,7.0,0.1,2.6,-0.2,-8.5,-3.7,17.3,15.3,-0.7
O=S(=O)(c1cccc2cccnc12)N1CCN(c2ccccc2)CC1,4.8,-0.7,-3.5,-9.0,-0.1,3.2,-6.7,22.5,-6.7,19.0,-1.6
CC(=O)Nc1ccc(S(=O)(=O)NCC(=O)NC(C)c2ccc(S(N)(=O)=O)cc2)cc1 (stereo not given),6.5,0.3,-1.6,·,0.0,-47.9,-0.9,-6.4,15.9,-0.4,-0.2
CCOc1ccccc1C(=O)OCC(=O)NCCNC(=O)COC(=O)c1ccccc1OCC,0.4,-1.7,-0.8,-9.7,0.0,-25.0,-5.7,2.0,-1.1,8.9,0.6
O=C(NCC1CCCO1)Nc1ccc2c(c1)OCO2 (stereo not given),-0.6,0.1,-1.1,-2.5,-0.3,-18.5,-5.0,-9.4,-89.8,-80.0,1.4
O=C1CCCN1C(=O)CSc1nnnn1-c1ccccc1,-5.2,1.7,-0.1,5.5,0.1,-27.1,-4.9,-2.9,-8.9,6.2,0.8
COc1ccc(CCNC(=O)Cc2ccc(C)cc2)cc1OC,2.2,0.5,?,-4.3,-0.2,22.6,0.9,-6.7,18.6,11.3,0.0
NC(N)=NC(=S)Nc1ccc(Cl)cc1,-2.7,·,10.1,-3.8,0.0,-20.5,-8.6,-23.0,-156.9,-101.3,-0.4
O=[N+]([O-])c1ccccc1OCCOc1ccccc1[N+](=O)[O-],10.2,-1.1,10.8,2.5,-0.2,-80.5,-4.2,-59.8,-178.5,-156.0,-0.7
Clc1ccc(-c2nc3c4ccccc4ccn3c2Cc2ccsc2)cc1,·,·,1.5,·,0.6,-35.1,-5.2,·,-89.8,·,-1.3
CCCN(CCC)C(=O)C1CC(=O)OC12CCCCC2 (stereo not given),-1.9,0.5,0.9,9.7,0.0,-2.3,-3.7,5.4,9.7,-2.8,-0.6
COc1cc(C(=O)NCC(c2cccs2)N2CCOCC2)ccc1OCc1ccc(Cl)cc1 (stereo not given),1.3,·,-7.7,-4.3,0.2,19.0,-5.2,·,17.6,1.6,-1.6
OC(CN1CCCC(C(F)(F)F)C1)c1ccccc1 (stereo not given),-2.5,4.5,2.3,-11.6,0.1,10.6,-4.4,3.3,9.1,-18.0,-0.4
CSCCC(NC(=O)c1cccc(C)c1)C(=O)NCc1cccs1 (stereo not given),1.5,·,3.1,2.9,-0.1,-21.6,-5.1,16.2,9.3,3.8,-0.4
CCOC(=O)c1c(NC(=O)COC(=O)/C=C/c2ccco2)sc2c1CC(C)(C)NC2(C)C,6.8,3.0,52.0,2.6,0.3,-18.1,-4.3,11.0,-16.8,-7.7,0.5
OCC[C@H]1C[C@@H](O)[C@H](O)[C@@]2(OCCc3ccccc32)O1,0.2,1.2,39.7,0.0,0.1,-5.4,-11.5,17.2,8.2,-1.7,4.5
CCc1cccc(C)c1NC(=S)N(CCCN1CCOCC1)Cc1cccnc1,-6.7,2.6,8.0,7.5,0.1,1.4,3.3,-3.6,13.7,11.8,-0.5
Cc1onc(-c2ccccc2Cl)c1C(=O)Nc1ccc(-n2nncc2C(C)(C)C)cc1,-7.0,-5.0,5.0,·,0.0,-6.9,-4.6,-2.3,-5.9,-4.4,-0.6
CCN(CC)CCNC(=O)c1ccc(NC(=O)COc2ccccc2F)cc1,6.2,-0.4,-5.4,13.7,0.0,13.9,1.2,4.3,13.1,20.9,0.2
O=C(Nc1ccc(-c2noc(CCc3ccccc3)n2)cc1)c1ccco1,-3.0,-2.6,-2.2,-17.8,1.3,-122.0,-6.2,-39.3,-163.7,-221.9,-3.3
S=C(Nc1nc2c(s1)CCCC2)NC1CC1,-2.4,·,3.6,-10.5,0.6,-86.3,·,-52.0,-240.5,-319.7,0.6
COC(=O)c1ccc(Cl)c(NC(=O)NC2CCCCC2)c1,-2.3,0.1,-0.8,·,-0.1,2.1,·,-1.1,12.3,-1.8,7.0

# The listing continues:
SMILES,PDI turbidity,NR2E3 ag-1,Granule exo inh,Vif inh,aDG glyco act,NR2E3 ag-2,CaV13 ICDI inh,MITF TRPM1 inh,HIF-2a block,Peg3 promoter,hiPSC survival
CC(C)CC(=O)NC(=S)N(Cc1ccccc1)Cc1ccccc1,-2.1,-2.2,15.1,0.6,0.1,-14.1,-4.8,-4.5,17.1,18.2,-2.5
c1ccc(Nc2nc3ccccc3n3nnnc23)cc1,·,-4.2,6.9,3.7,0.1,-58.7,-5.1,-15.6,-203.3,-136.8,2.7
O=C(CSc1ncn(-c2ccccc2)n1)Nc1nncs1,-20.6,1.2,-8.6,-7.4,0.0,-10.2,-6.1,3.5,23.2,10.7,-0.3
N#CCSc1ccc2nc(-c3ccccc3)cn2n1,-9.5,-0.1,-13.9,-5.6,0.0,-60.6,-14.9,-63.3,-223.0,-299.0,-0.4
CCOc1cc(Br)c(CN2C(=O)NC3(CCCCCC3)C2=O)cc1OCC,-0.5,6.1,-3.1,-11.7,0.0,-21.6,-3.5,12.5,8.3,16.6,0.3
COC(=O)c1ccc(/C=C2\SC(=S)N(CCCC(=O)N3CCOCC3)C2=O)cc1,5.9,·,0.4,15.0,0.1,-19.7,-3.5,2.2,7.7,-2.5,0.2
C=C1C[C@@]23CCC4[C@@](C)(CCC[C@@]4(C)C(=O)O)C2CC[C@]1(O)C3 (stereo not given in full),-4.8,-0.2,12.4,-3.3,-0.1,0.9,-6.6,-15.3,3.6,-4.9,1.9
CC(=O)N1CCc2cc(NC(=O)C3(C)CCN3Cc3ccc(C(C)C)cc3)ccc21 (stereo not given),-1.9,·,-1.3,-9.6,1.1,29.9,-4.7,·,-11.3,10.1,-0.1
CCN(CC(=O)Nc1ccc(NC(C)=O)cc1)C(=O)c1cc2c(s1)CCCCC2,-4.2,6.8,3.3,-16.2,0.0,1.6,-2.2,-6.3,-7.5,-9.7,-0.2
CC1CCc2sc(C(=O)NNS(=O)(=O)c3ccc(F)c(F)c3F)cc2C1 (stereo not given),2.0,0.5,-12.1,2.9,-0.2,1.5,-5.0,10.4,-22.7,-0.2,0.1
CCOC(=O)C1CCN(C(=O)c2ccccc2N(C)S(C)(=O)=O)CC1,-8.2,4.8,-2.9,-1.9,-0.1,-6.7,-5.0,3.6,8.3,13.4,0.5
COc1ccc(N2CCN(c3ccc([N+](=O)[O-])cc3Cl)CC2)cc1,3.9,1.6,2.4,7.8,-0.2,12.0,-19.6,-26.5,4.1,-7.8,0.3
O=S(=O)(NCc1ccccc1)c1ccc(S(=O)(=O)N2CCCCC2)cc1,-6.2,3.3,-3.6,12.0,-0.1,1.2,-3.2,10.2,-1.5,-1.4,1.2
O=C(COc1ccc2c3c(c(=O)oc2c1)CCC3)c1ccc2c(c1)OCO2,-4.4,3.5,-2.1,18.3,0.1,-1.5,-4.9,-12.6,-11.1,-26.3,0.2
CCN(Cc1ccc(N(C)C)cc1)C(C)C(=O)Nc1ccc(S(=O)(=O)N2CCCC2)cc1 (stereo not given),0.6,2.7,6.6,1.1,-0.3,4.3,-6.1,·,-11.1,-5.5,6.1
CC(=O)c1c(C)[nH]c(C(=O)COC(=O)c2cccs2)c1C,-2.5,·,-4.1,14.2,-0.2,-8.3,-5.1,-76.9,-22.4,-221.9,-1.2
COc1cc(C2c3c(-c4cc(Cl)c(C)cc4O)n[nH]c3C(=O)N2Cc2cccnc2)ccc1O (stereo not given),15.6,0.8,-6.5,15.1,0.0,0.2,-5.9,2.0,43.3*,31.8,-2.3
CCc1ccc(-c2nc(CS(=O)CC(=O)NCc3ccc4c(c3)OCO4)c(C)o2)cc1 (stereo not given),-3.8,1.3,-2.3,-10.0,-0.2,-1.0,-16.0,0.4,10.5,4.4,-0.6
